Compound activity: PubChem, The Scripps Research Institute Molecular Screening Center
GSTO1 inh = inhibitors of recombinant GSTO1, primary screen, counter-screen for RBBP9 inhibitor project, biochemical, fluorescence polarization; inhibition, % at 5.96 µM; Glutathione S-transferase omega-1 (Homo sapiens), P78417; activity-based probe fluorescence polarization; actives 1.1% (n = 300,000);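 active means inhibition above the campaign mean inhibition plus 3 SD, cut at about 35% in these data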;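 further: 0% = GSTO1-1 with DMSO and 100% = wells lacking GSTO1-1 enzyme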
PAD4 inh = human PAD4 inhibitors, primary screen, biochemical, fluorescence polarization, 1536-well format; Protein-arginine deiminase type-4 (Homo sapiens), Q9UM07; recombinant PAD4, RCA probe fluorescence polarization; inhibition, % at 6.36 µM; actives 0.41% (n = 330,000); AID 485272, 2010;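 active means percent inhibition above a cutoff equal to the mean of all tested compounds plus 3 SD, cut at about 15% in these data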;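 further: 0% = PAD4 with RCA probe and DMSO and 100% = probe without PAD4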
Target sequence (Q9UM07 whole entry, looked up): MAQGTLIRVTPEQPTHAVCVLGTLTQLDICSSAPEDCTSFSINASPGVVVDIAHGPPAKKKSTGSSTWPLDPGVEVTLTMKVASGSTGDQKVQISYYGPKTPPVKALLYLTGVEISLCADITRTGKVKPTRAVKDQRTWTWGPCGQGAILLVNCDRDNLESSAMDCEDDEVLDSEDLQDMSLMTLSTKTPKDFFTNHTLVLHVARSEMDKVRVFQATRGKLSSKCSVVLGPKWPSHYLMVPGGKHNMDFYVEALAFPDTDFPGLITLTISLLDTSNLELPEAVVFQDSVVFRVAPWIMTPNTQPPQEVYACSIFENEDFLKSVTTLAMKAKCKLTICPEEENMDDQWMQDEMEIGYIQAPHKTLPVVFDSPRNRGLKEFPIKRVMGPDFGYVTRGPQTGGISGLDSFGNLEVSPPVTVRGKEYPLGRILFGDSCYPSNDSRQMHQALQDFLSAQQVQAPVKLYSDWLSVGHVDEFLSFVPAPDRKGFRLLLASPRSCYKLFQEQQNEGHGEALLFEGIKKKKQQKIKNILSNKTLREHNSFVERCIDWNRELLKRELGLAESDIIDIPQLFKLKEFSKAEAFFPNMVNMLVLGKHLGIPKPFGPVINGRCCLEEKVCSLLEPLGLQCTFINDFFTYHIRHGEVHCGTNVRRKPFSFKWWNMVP
PREPL inh = PREPL enzyme inhibitors, primary screen, biochemical, fluorescence polarization; recombinant PREPL, fluorescence polarization activity-based probe; inhibition, % at 5.96 µM; actives 0.68% (n = 320,000); AID 2751, 2010; in the data active means inhibition above about 43%;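 further: 0% = enzyme with DMSO and 100% = wells lacking enzyme; many of its hits are not listed in these tables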
EBNA-1 inh = EBNA-1 DNA-binding inhibitors, primary screen, biochemical, fluorescence polarization; inhibition, % at 14.8 µM; AID 1950, 2009; actives 0.34% (n = 300,000); in the data active means inhibition above about 28%
PAFAH1B3 inh = PAFAH1B3 enzyme inhibitors, primary screen, biochemical, fluorescence polarization, human | recombinant PAFAH1B3, FP-rhodamine probe | actives 0.28% (n = 340,000) | inhibition, % at 3.39 µM | Platelet-activating factor acetylhydrolase IB subunit alpha1 (Homo sapiens), Q15102;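 active means inhibition above the screen-wide average of all tested compounds plus 3 SD, cut at about 25% in these data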;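 further: 0% = enzyme with DMSO only and 100% = wells lacking PAFAH1B3 protein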
Target sequence (Q15102 whole entry, looked up): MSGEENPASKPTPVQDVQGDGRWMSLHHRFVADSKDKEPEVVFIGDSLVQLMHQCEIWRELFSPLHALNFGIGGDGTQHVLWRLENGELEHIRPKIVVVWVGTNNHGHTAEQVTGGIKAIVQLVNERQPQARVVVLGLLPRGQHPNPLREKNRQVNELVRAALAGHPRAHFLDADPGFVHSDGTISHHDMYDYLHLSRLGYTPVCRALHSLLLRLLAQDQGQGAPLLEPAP
ZTA DNA inh = blocks Epstein-Barr virus ZTA, an EBNA-1 counter-screen | P03206 | actives 0.15% (n = 320,000) | ZTA-DNA binding, fluorescence polarization | inhibition, % at 11 µM; in the data active means inhibition above about 33%
LYPLA1 inh = LYPLA1 inhibitors, primary screen, counter-screen for PME1 inhibitor project, biochemical, fluorescence polarization, FP-Rh probe ABPP; inhibition, % at 5.9 µM; recombinant LYPLA1; actives 0.16% (n = 320,000); Acyl-protein thioesterase 1 (Homo sapiens), O75608; AID 2174, 2009;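 active means inhibition above the mean of all tested compounds plus 3 SD, set per campaign, cut at about 14% in these data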;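 further: inhibitors block serine hydrolase probe labeling of LYPLA1 so polarization falls; 0% = enzyme with DMSO and 100% = wells lacking LYPLA1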
LYPLA2 counter = LYPLA2 inhibitors, primary screen, counter-screen for PME1 inhibitor project, biochemical, fluorescence polarization, FP-Rh probe ABPP; Acyl-protein thioesterase 2 (Homo sapiens), O95372; recombinant LYPLA2; inhibition, % at 5.9 µM; actives 0.38% (n = 320,000);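 active means inhibition above the screen-wide mean plus 3 SD, limit set per campaign, cut at about 26% in these data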;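 further: 0% = LYPLA2 with DMSO and 100% = wells lacking LYPLA2 enzyme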
PAFAH2 inh = PAFAH2 enzyme inhibitors, primary screen, biochemical, fluorescence polarization, human. Platelet-activating factor acetylhydrolase 2, cytoplasmic (Homo sapiens), Q99487. recombinant PAFAH2, FP-rhodamine activity probe. inhibition, % at 3.39 µM. actives 0.99% (n = 340,000);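 active means inhibition above the mean over all tested compounds plus 3 SD, cut at about 30% in these data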;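 further: inhibitors block probe labeling of enzyme so polarization drops; 0% = enzyme with DMSO and 100% = wells lacking PAFAH2 protein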
* marks the source's active call; other numbers are inactive results; . = not tested or not shown. These rows are one share of the data, so the mix of outcomes need not match the whole.

SMILES	GSTO1 inh	PAD4 inh	PREPL inh	EBNA-1 inh	PAFAH1B3 inh	ZTA DNA inh	LYPLA1 inh	LYPLA2 counter	PAFAH2 inh
Cc1ccc(C(=O)C(C)OC(=O)Cc2n[nH]c(=O)c3ccccc23)cc1 (stereo not drawn)	-4	-2	-3	-6	1	-6	3	12	5
COc1ccccc1NC(=O)/C(=C\c1cccnc1)NC(=O)c1ccc(C)cc1	-3	0	8	15	4	12	3	14	3
CN(C(=O)COC(=O)C(C)(C)Oc1ccc(Cl)cc1)c1c(N)n(Cc2ccccc2)c(=O)[nH]c1=O	-5	-2	13	1	3	1	-1	9	4
Cn1c(=O)c2[nH]c(CNc3ccc(C(=O)O)cc3)nc2n(C)c1=O	-6	3	20	-3	4	4	-4	-2	-5
COc1ccc(NS(=O)(=O)c2ccc(NS(=O)(=O)c3ccc(SC)cc3)cc2)c(OC)c1	-2	-1	13	-12	1	-6	-4	-2	10
COc1cc2c3nnc(-c4ccccc4)c-3cn(Cc3ccccc3F)c2cc1OC	-5	-8	-36	14	.	9	-7	-8	.
FC(F)(F)c1ccccc1NC(=S)NN1CCOCC1	-5	1	4	19	7	1	3	11	-8
Cc1ccc(N(CC(=O)NC2CCCCC2)S(=O)(=O)c2c(C)nn(C)c2C)cc1	-4	5	2	-7	0	9	-3	-1	5
N#Cc1ccc(NC(=S)NC(=O)CCc2ccc(S(=O)(=O)N3CCOCC3)cc2)cc1	5	-1	12	-8	0	-2	-5	13	-3
CC(C)c1ccc(-n2ccnc2SCC(=O)O)cc1	12	-4	10	0	0	2	1	7	0
CC(=O)N1c2ccc(S(=O)(=O)NCC3CCC(C(=O)Nc4ccc(C)cn4)CC3)cc2CC1C (stereo not drawn)	10	-5	8	-8	10	-6	2	25	1
COc1ccc(CCNC(=O)Cn2c(=O)n(CCCC(=O)NCc3ccco3)c(=O)c3sccc32)cc1OC	6	-2	12	12	5	19	-2	-4	2
CC[C@]12C(=O)N(C)C[C@H]([C@@H]3C(=O)N(C)C(=O)[C@@H]31)N2C(=O)c1ccc(C(F)(F)F)cc1	.	-3	-3	.	4	.	.	.	2
Cn1nc(-c2ccc(C(=O)Nc3cccnc3)cc2)c2ccccc2c1=O	1	-1	-6	-6	2	11	-2	2	-2
O=C(Cn1cnc2ccccc21)OCC(=O)N1CCCCC1	.	-4	-2	.	13	.	.	.	2
O=c1[nH]cnc2sc3c(c12)CCCCC3	10	0	3	-1	2	-11	-1	-2	-2
COc1cc(NC(=O)c2cccs2)c(C(=O)OCC(=O)c2cc(C)n(-c3ccc(F)cc3)c2C)cc1OC	1	0	5	2	-5	-9	-2	2	-7
Cc1ccc(NC(=O)Cn2nc(C(=O)O)c3ccccc3c2=O)cc1S(=O)(=O)N1CCOCC1	.	-5	14	.	5	-10	0	3	4
COc1ccccc1C(CNC(=O)c1cccc(S(=O)(=O)Nc2ccc(F)cc2)c1)N(C)C (stereo not drawn)	.	0	-1	.	7	-16	-1	6	9
COc1ccc(NC(=O)C2C3C=CC4(O3)C2C(=O)N(CCN2CCCCC2C)C4C(=O)NC2CCCC(C)C2C)cc1 (stereo not drawn)	-7	5	15	2	5	13	-1	1	0
Cc1ccc(-c2nnn(CC(=O)N(CC3CCCO3)C(C(=O)NC3CCCC3)c3ccc(F)cc3)n2)o1 (stereo not drawn)	-2	1	-2	-13	3	5	-2	3	7
CCN(CC)CCCN=C1N[C@@H](c2ccccc2)C(C(=O)OC)=C(C)N1CC	16	-1	21	-2	5	-5	1	1	7
N#Cc1c(Nc2cccc(F)c2)sc2c(O)cc(=O)[nH]c12	24	-3	23	-4	.	-9	-6	0	.
NS(=O)(=O)c1cc(C(=O)OCC(=O)c2ccc3c(c2)OCCO3)ccc1Cl	1	5	-1	12	9	17	1	0	-5
O=c1c(Cc2ccc(F)cc2)c(O)ccn1C1CC1	4	-1	11	-1	10	-19	3	10	-1
c1ccc(Cn2cc(CN3CCCCO3)c(-c3ccc4c(c3)OCO4)n2)cc1	9	-1	5	1	-2	-1	-1	-6	-2
Clc1ccc(CSc2nnc([C@@H]3CCCN3)o2)cc1	1	2	8	8	0	6	0	-3	0
COCCNC(=O)c1cc(S(=O)(=O)N2CCOCC2)ccc1SCc1cccc(OC)c1OC	0	1	11	-15	-2	-8	-2	0	13
Cc1ccc(NC(=O)CSc2nc(NS(=O)(=O)c3ccc(C)cc3)cc(=O)[nH]2)cc1	-11	-10	-15	3	2	-6	-4	-9	-10
CC1CN(c2cc(=O)n(-c3cccc(Br)c3)c(=O)[nH]2)CC(C)O1 (stereo not drawn)	0	0	-7	-5	3	-1	3	1	2
CCN1CCN(S(=O)(=O)Cc2ccccc2Cl)CC1	4	4	1	-16	-3	-6	-4	-6	-3
CC(=O)NC1=NN(C(C)=O)C2(CCCCC2)S1	13	5	16	-7	-1	-4	-2	1	4
Cc1oc(-c2ccc(Cl)cc2)nc1CN1CCCC(C(=O)NC2CC2)C1 (stereo not drawn)	3	1	5	2	5	-36	-2	-1	8
Cc1cccc(C(=O)Nc2c(C#N)c(C)c(C)n2Cc2ccccc2)c1	-3	-3	5	-1	4	8	-4	-5	-7
O=C(O)Cn1c(=O)cnc2ccccc21	2	-3	6	4	8	18	-1	4	5
CC(=O)Nc1ccc(S(=O)(=O)N2CCN(C(=O)N3CCCC3)CC2)cc1	-2	1	13	-5	1	-6	2	3	6
COc1ccc(NC(=O)C2CCCN(S(=O)(=O)c3cccnc3)C2)cc1 (stereo not drawn)	7	2	10	3	8	-2	5	3	3
COc1ccc(-c2nnc(NC(=O)c3ccco3)s2)cc1	0	2	1	-6	11	3	-7	-4	4
COc1ccc(-c2cc(C(=O)NNC(=O)c3csc(N4CCOCC4)n3)c3ccccc3n2)cc1OC	1	1	9	-7	7	8	-3	0	-1
CCNc1nc(NC(C)(C)C)nc(Oc2ccc(=O)n(-c3ccccc3)n2)n1	3	-2	7	0	10	-12	-2	0	6

Profiles from above.
`Cc1ccc(N(CC(=O)NC2CCCCC2)S(=O)(=O)c2c(C)nn(C)c2C)cc1` reads GSTO1 inh: -4; PAD4 inh: 5; PREPL inh: 2; EBNA-1 inh: -7; PAFAH1B3 inh: 0; ZTA DNA inh: 9; LYPLA1 inh: -3; LYPLA2 counter: -1; PAFAH2 inh: 5
`CC(=O)NC1=NN(C(C)=O)C2(CCCCC2)S1` reads GSTO1 inh: 13; PAD4 inh: 5; PREPL inh: 16; EBNA-1 inh: -7; PAFAH1B3 inh: -1; ZTA DNA inh: -4; LYPLA1 inh: -2; LYPLA2 counter: 1; PAFAH2 inh: 4

Ordered by value in PREPL inh (descending): some entries from above
SMILES	PAD4 inh	PREPL inh	EBNA-1 inh	PAFAH1B3 inh	PAFAH2 inh
COc1ccc(-c2cc(C(=O)NNC(=O)c3csc(N4CCOCC4)n3)c3ccccc3n2)cc1OC	1	9	-7	7	-1
CCNc1nc(NC(C)(C)C)nc(Oc2ccc(=O)n(-c3ccccc3)n2)n1	-2	7	0	10	6
O=C(O)Cn1c(=O)cnc2ccccc21	-3	6	4	8	5
Cc1cccc(C(=O)Nc2c(C#N)c(C)c(C)n2Cc2ccccc2)c1	-3	5	-1	4	-7
COc1ccc(-c2nnc(NC(=O)c3ccco3)s2)cc1	2	1	-6	11	4

More structures.
SMILES	GSTO1 inh	PAD4 inh	PREPL inh	EBNA-1 inh	PAFAH1B3 inh	ZTA DNA inh	LYPLA1 inh	LYPLA2 counter	PAFAH2 inh
C[C@H](NC(=O)c1nc[nH]c1C(=O)NCC(=O)OCc1ccccc1)C(=O)OC(C)(C)C	0	3	-2	-3	4	-5	-7	-6	5
CCN1CCN(CC(=O)Nc2ccc(N(C)C)cc2)CC1	2	-7	3	7	6	15	-3	5	1
COc1ccccc1NC(=O)c1c(Nc2ccccc2F)sc(C(=O)Nc2cccc(Cl)c2)c1N	-30	-24	6	-1	-22	3	-19	-17	-30
COc1ccccc1NS(=O)(=O)c1ccc(C(=O)Nc2ncccc2O)cc1	.	-2	1	.	3	10	2	0	55*
CCO[C@@H]1OC(C(=O)N2CCCCCCC2)=C[C@H](c2cn(C(C)=O)c3ccccc23)[C@H]1CCCO	-4	3	16	-5	-2	15	-2	-1	1
Cc1cc(Cl)ccc1C(=O)C1CCCN(C(=O)CCn2cncn2)C1 (stereo not drawn)	5	-1	3	16	3	9	-4	-6	1
Cc1ccsc1/C=N/NC(=O)c1c[nH]c2ccccc12	-5	1	27	-9	7	-12	2	0	-5
CC(C)=NNc1nc2c(c(=O)[nH]c(=O)n2C)n1CCCc1ccccc1	11	-1	16	0	7	-4	-6	0	5
COc1ccccc1S(=O)(=O)Cc1ccc(C(=O)NCCN2CCCC2)o1	1	-2	-1	0	8	0	1	1	3

Part of the list above in order of count of non-hydrogen atoms, descending.
SMILES	GSTO1 inh	PAD4 inh	PREPL inh	EBNA-1 inh	PAFAH1B3 inh	ZTA DNA inh	LYPLA1 inh	LYPLA2 counter	PAFAH2 inh
CCO[C@@H]1OC(C(=O)N2CCCCCCC2)=C[C@H](c2cn(C(C)=O)c3ccccc23)[C@H]1CCCO	-4	3	16	-5	-2	15	-2	-1	1
COc1ccccc1S(=O)(=O)Cc1ccc(C(=O)NCCN2CCCC2)o1	1	-2	-1	0	8	0	1	1	3
CC(C)=NNc1nc2c(c(=O)[nH]c(=O)n2C)n1CCCc1ccccc1	11	-1	16	0	7	-4	-6	0	5
Cc1cc(Cl)ccc1C(=O)C1CCCN(C(=O)CCn2cncn2)C1 (stereo not drawn)	5	-1	3	16	3	9	-4	-6	1
Cc1ccsc1/C=N/NC(=O)c1c[nH]c2ccccc12	-5	1	27	-9	7	-12	2	0	-5
